# D1 antagonist = Antagonist of Human D 1 Dopamine Receptor: qHTS; activity change, negative = inhibition, % at 10 µM; AID 504652, 2011; HEK293 TREx D1 cells, calcium flux, dopamine EC80; hits give low values; D(1A) dopamine receptor (Homo sapiens), P21728; 3.2% of 360,000 active; in the data active = activity change below about -30%; also: % is scaled to controls: 0 for no effect and ±100 for the full control effect
#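 Tetracycline-induced HEK293 T-REx cells with force-coupled D1 receptor were loaded with a no-wash calcium dye. Compound was added after a 10 s baseline and read kinetically for 180 s; EC80 dopamine was then added and calcium flux followed another 180 s.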
# GRP78 ERSR act = qHTS for Inducers of the Endoplasmic Reticulum Stress Response (ERSR) in Human Glioma: qHTS; 0.02% of 420,000 active; Potency, µM, for inactives: at the highest dose activation, actives largely listed as activators; AID 602332, 2012; U87-MG GRP78 promoter luciferase reporter, 16 h; also: potency is read from the fitted curve at half-maximal effect; series mostly up to about 76 µM; % of control where 0% means no effect; nearly all actives have a fitted effect of over 35% in size
#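 ERSR induction read as luciferase luminescence (Bright-Glo, 10 min at room temperature) in stably transfected human U87-MG glioma cells exposed to compounds for 16 h, using GRP78 as sensor.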
# D2 potentiator = HTS Assay for Positive Allosteric Modulators of the Human D2 Dopamine Receptor: Primary Screen for Potentiators | D(2) dopamine receptor (Homo sapiens), P14416 | HEK293 T-REx D2, calcium flux, EC20 dopamine potentiation | potentiation, % at 10 µM | 0.34% of 340,000 active;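 active = potentiation over 3 SD above the plate norm, cut at about 30% in these data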; also: 0% is about no effect
# Target sequence (P14416 whole entry, looked up): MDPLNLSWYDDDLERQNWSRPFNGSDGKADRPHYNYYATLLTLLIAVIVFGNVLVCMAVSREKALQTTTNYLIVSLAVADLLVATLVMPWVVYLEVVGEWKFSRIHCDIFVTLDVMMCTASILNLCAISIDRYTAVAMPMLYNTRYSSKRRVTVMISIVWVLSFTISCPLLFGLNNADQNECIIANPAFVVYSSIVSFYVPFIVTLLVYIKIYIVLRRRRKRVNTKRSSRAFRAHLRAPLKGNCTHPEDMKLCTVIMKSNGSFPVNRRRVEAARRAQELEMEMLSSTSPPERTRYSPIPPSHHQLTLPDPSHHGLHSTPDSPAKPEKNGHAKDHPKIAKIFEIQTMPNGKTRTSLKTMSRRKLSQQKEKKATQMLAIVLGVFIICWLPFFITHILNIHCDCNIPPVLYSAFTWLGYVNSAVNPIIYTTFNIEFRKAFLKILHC
#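 Tetracycline-induced HEK293 T-REx cells force-coupled to calcium signalling expressed D2; compounds were pin-added after a 10 s baseline, read kinetically 180 s, then an EC20 dopamine challenge followed with a further 180 s calcium read.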
# Vif-APOBEC3F blk = qHTS for Inhibitors of Vif-A3F Interactions: qHTS; Potency, µM (doses to about 46.1 µM), inactives show at the top dose activity, negative = active; 0.2% of 390,000 active; AID 602313, 2012; HeLa A3F-eYFP + Vif (tagged APOBEC3F with the HIV-1 protein that degrades it), YFP fluorescence increase; also: potency is read from the fitted curve at half-maximal effect; % of control where 0% means no effect; nearly all actives have a fitted effect of over 65% in size
#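 HeLa cells stably expressing Vif plus C-terminally eYFP-tagged A3F were seeded, incubated overnight at 37 deg C, dosed with compound, incubated overnight again at 37 deg C. Yellow fluorescence (Ex 488/Em 500-530) reported blocked Vif-mediated A3F-eYFP degradation.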
# D1 potentiator = Potentiators of Human D1 Dopamine Receptor: qHTS | D(1A) dopamine receptor (Homo sapiens), P21728 | potentiation, % at 10 µM | AID 504651, 2011 | HEK293 TREx D1 cells, calcium flux, dopamine EC20 potentiation | 0.036% of 360,000 active; in the data active = potentiation above about 30%; also: 0% is about no effect
# RXFP1 antag = qHTS Assay for Antagonists of the Relaxin Receptor RXFP1; Relaxin receptor 1 (Homo sapiens), Q9HBX9; HEK293-RXFP1, relaxin-stimulated cAMP HTRF, 30 min; hits give low values; activity change, negative = inhibition, % at 57.5 µM; 0.59% of 350,000 active; AID 1259400, 2018;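 active = activity change of -60% or lower, but not beyond a set lower limit; inconclusive = change between -60% and -40%, or beyond the set limit; inactive = change above -40%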; also: % is scaled to controls: 0 for no effect and ±100 for the full control effect
# RXFP1 agonist = qHTS Assay for Agonists of the Relaxin Receptor RXFP1; Relaxin receptor 1 (Homo sapiens), Q9HBX9; HEK293T-RXFP1 cAMP TR-FRET, 30 min; response scale: percent of porcine relaxin response, buffer zero; Potency, µM (series often up to 57.5 µM), without a hit: at the top dose activation, actives largely listed as activators; 0.3% of 370,000 active; AID 2676, 2010; also: potency is read from the fitted curve at half-maximal effect; % is scaled to controls: 0 for no effect and ±100 for the full control effect; nearly all actives have a fitted effect of over 60% in size; many of its hits are not listed in these tables
#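 HEK293 cells stably expressing RXFP1, treated 30 min at 37C with compounds plus PDE4 inhibitor Ro 20174; cAMP measured by HTRF TR-FRET. Normalized to buffer and 29 nM porcine relaxin; EC50 by Hill fit.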
# D1 ag = Allosteric Agonists of the Human D1 Dopamine Receptor: qHTS; AID 504660, 2011; HEK293 T-REx D1 cells, calcium flux, agonist mode; activation, % at 2 µM; 1% of 360,000 active; in the data active = activation above about 30%; also: 0% is about no effect
#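 Agonism was scored from calcium flux recorded over 180 s (1 read/s) after pintool compound addition, following a 10-cycle baseline. Cells were inducible force-coupled HEK293 TREx D1, plated overnight at 30 C and loaded with no-wash calcium dye.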
# Vif-A3G inh = qHTS for Inhibitors of Vif-A3G Interactions: qHTS | DNA dC->dU-editing enzyme APOBEC-3G (Homo sapiens), Q9HC16 | 0.076% of 410,000 active | AID 602310, 2012 | HeLa A3G-eYFP + Vif (tagged APOBEC3G with the HIV-1 protein that degrades it), YFP fluorescence, overnight | Potency, µM (highest dose often 46.1 µM), for the others: top-dose activity, negative = active, most hits filed as inhibitors;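 also: potency is read from the fitted curve at half-maximal effect; % is scaled to controls: 0 for no effect and ±100 for the full control effect; nearly all actives have a fitted effect of over 60% in size; hits raise eYFP signal because A3G escapes Vif-driven loss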
# Target sequence (Q9HC16 whole entry, looked up): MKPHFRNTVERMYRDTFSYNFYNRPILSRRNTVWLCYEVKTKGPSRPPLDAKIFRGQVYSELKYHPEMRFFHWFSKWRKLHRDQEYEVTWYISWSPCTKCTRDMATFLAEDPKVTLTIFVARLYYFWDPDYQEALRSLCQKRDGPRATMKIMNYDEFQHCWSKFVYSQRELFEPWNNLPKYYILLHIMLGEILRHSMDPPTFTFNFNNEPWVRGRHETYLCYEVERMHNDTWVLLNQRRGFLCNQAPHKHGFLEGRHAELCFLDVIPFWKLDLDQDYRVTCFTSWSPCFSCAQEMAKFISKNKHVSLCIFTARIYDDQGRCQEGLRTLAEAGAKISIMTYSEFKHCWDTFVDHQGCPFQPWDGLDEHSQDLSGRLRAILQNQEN
#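 HeLa cells stably expressing Vif and C-terminally eYFP-tagged A3G, seeded overnight at 37 deg C, then exposed to compound by pintool overnight at 37 deg C. Rise in yellow fluorescence (Ex 488/Em 500-530, Acumen) marks blocked Vif-driven A3G degradation.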
# Starred values were filed as active, the others as inactive; ? = inconclusive; nt = not tested or not shown. Unless noted, calls follow the shape of the dose curve; as a rule, active = well fitted curve in the direction sought with a large enough effect; inconclusive = small, poorly fitted or top-dose-only effect, or another doubt; inactive = no such curve, though single readings can be large; an effect the other way counts as inactive or inconclusive. Some of the compounds tested; rates above refer to the full screens.
nr | Compound | D1 antagonist | GRP78 ERSR act | D2 potentiator | Vif-APOBEC3F blk | D1 potentiator
1 | CCOC(=O)[C@@H]1[C@H]2COc3cc(OC)ccc3[C@H]2N2C(=O)N(c3ccc(F)cc3)C(=O)[C@]12C | -1 | 0% | 5 | 0% | 5
2 | COc1ccc(CNC(=O)c2cc(S(=O)(=O)N3CCOCC3)cn2C)cc1 | -1 | -3% | -6 | -6% | -7
3 | Cc1c(/C=N/NC(=O)C(NC(=O)c2ccc3c(c2)OCO3)C(C)C)c2ccccc2n1C (stereo not drawn) | -15 | -4% | -2 | -1% | 0
4 | Cc1ccc2c(c1)C(=O)N(CCCCO)C2=O | 3 | 0% | 0 | 0% | -5
5 | N#Cc1ccc(Cl)cc1NC(=O)CNCc1cccs1 | -20 | -4% | -5 | ? | -5
6 | CC(C)CC(C(=O)NCc1ccccn1)N1C(=O)c2ccccc2C1=O (stereo not drawn) | 1 | -3% | 13 | 1% | 0
7 | Cc1nc2c(cnn2-c2ccccc2Cl)c(=O)n1-c1ccc(N2CCC(C)CC2)cc1 | 4 | -3% | 14 | 4% | -2
8 | CC(C)(C)OC(=O)CC[C@@H](C(=O)NCCCCCCCCCCC(=O)N1CCN(C(=O)OC(C)(C)C)CC1)n1cc(CCCCCNC(=O)OC(C)(C)C)nn1 | -28 | -1% | 14 | -5% | -3
9 | Cc1ccc(OCC(=O)OC2CCCN(C)C2)cc1 (stereo not drawn) | 0 | -2% | 1 | 5% | 0
10 | CCOc1ccc(N2CC(C(=O)Nc3cccnc3)CC2=O)cc1 (stereo not drawn) | 6 | -1% | 14 | -5% | -4
11 | O=NN(CCCl)C(=O)NCCc1cccc[n+]1[O-] | nt | -3% | nt | 1% | nt
12 | Nc1nc(NCc2ccco2)nc(Nc2cccc(F)c2)c1[N+](=O)[O-] | 17 | -8% | 13 | 0% | 3
13 | O=C(NCCCN1CCN(c2ccccc2)CC1)c1nnc(Cc2c(F)cccc2Cl)o1 | -11 | -1% | -21 | -1% | -5
14 | CCN(CC)S(=O)(=O)c1ccc(OC)c(NC(=O)CCc2c(C)noc2C)c1 | 2 | -2% | 1 | -3% | -6
15 | NC(=O)CSc1cn(Cc2ccc(F)cc2)c2ccccc12 | 1 | 1% | -3 | -7% | 3

nr | RXFP1 antag | RXFP1 agonist | D1 ag | Vif-A3G inh
1 | nt | -0.4% | 4 | -3%
2 | 1 | 3.7% | 3 | -5%
3 | -18 | -2.0% | -1 | 2%
4 | 6 | 0.3% | 2 | -7%
5 | -3 | -3.0% | 3 | -5%
6 | -6 | 0.1% | 1 | 0%
7 | 0 | 0.9% | 2 | 0%
8 | nt | 0.3% | 19 | 2%
9 | 3 | 0.1% | 1 | 5%
10 | 4 | 1.4% | 3 | 5%
11 | -5 | nt | nt | 7%
12 | -7 | -0.2% | 2 | -1%
13 | -13 | -0.2% | 5 | 3%
14 | 7 | 18% | 0 | 1%
15 | -2 | -0.2% | 5 | 3%

# The listing continues.
nr | Compound | D1 antagonist | GRP78 ERSR act | D2 potentiator | Vif-APOBEC3F blk | D1 potentiator
16 | COc1ccc(NCc2nnc3n2CCCCC3)c(OC)c1 | -16 | -3% | 1 | -2% | -2
17 | COC(=O)c1ccc(CSc2nnc3sc4ccccc4n23)o1 | 9 | -6% | -2 | 0% | 0
18 | N#Cc1ccccc1OCC(=O)N1CCN(c2ccccc2)CC1 | 22 | -4% | -8 | -1% | 3
19 | Cn1c(=O)c2sccc2n2c(CCCC(=O)Nc3ccc(Oc4ccc(Cl)cc4)cc3)nnc12 | 2 | -1% | -6 | -4% | -6
20 | N#CC1=C(N)N(c2cccc(Cl)c2)C2=C(C(=O)CCC2)C1c1cc(CN2CCOCC2)cs1 (stereo not drawn) | 7 | -1% | 11 | -5% | 1
21 | CCCCN(CC)CCCNC(=O)c1cn(-c2ccc(OC)cc2)c(=O)c2ccccc12 | 2 | -6% | -3 | -3% | -2
22 | Cc1cc(C)cc(NC(=O)c2sc3nc[nH]c(=O)c3c2C)c1 | -2 | -2% | -4 | -15% | 2
23 | CC1(C)CN2C(=O)c3ccccc3C2(C)S1 (stereo not drawn) | 1 | -2% | 8 | -12% | -4
24 | Cc1nc(-c2ccc3c(c2)CCC(=O)N3)cs1 | 0 | -1% | 4 | 0% | -5
25 | O=C1c2ccccc2C(=O)N1CCN1CCc2ccccc21 | 16 | 7% | 0 | -5% | -5
26 | OCC[C@H]1C[C@@H](O)[C@H](O)[C@@]2(OCCc3ccccc32)O1 | 19 | -5% | 3 | 0% | 2
27 | Clc1ccc(CSc2nnc(-c3sccc3-n3cccc3)o2)cc1 | -1 | -3% | 0 | -8% | 1
28 | Cc1nc2sc(C(c3ccco3)N3CCN(c4ccccc4)CC3)c(O)n2n1 (stereo not drawn) | -4 | -2% | 14 | 3% | -8
29 | CCCC(C)NCC(=O)Nc1ccccc1-c1ccccc1 (stereo not drawn) | 15 | -6% | 8 | -21% | -3
30 | Cc1ccc(CC(=O)N(C)CC(=O)Nc2ccc(N3CCOCC3)cc2)cc1C | -9 | -3% | 4 | 0% | -2

nr | RXFP1 antag | RXFP1 agonist | D1 ag | Vif-A3G inh
16 | nt | -7.5% | -1 | 2%
17 | -6 | 0.9% | 0 | 1%
18 | -3 | -0.6% | 4 | -5%
19 | -5 | 3.9% | 3 | -3%
20 | -30 | -2.7% | 1 | -7%
21 | -3 | 1.9% | 0 | -1%
22 | -25 | 2.5% | -1 | -8%
23 | -6 | 4.0% | 1 | 1%
24 | -14 | -0.1% | 1 | -11%
25 | 1 | 1.7% | 2 | 1%
26 | nt | 1.5% | 0 | -4%
27 | -7 | 1.5% | 12 | 0%
28 | -7 | -2.7% | 2 | 2%
29 | -11 | 2.2% | -3 | -5%
30 | -12 | 2.9% | 5 | 1%

# 3 entries out of the list above, sorted by the value under RXFP1 antag, smallest number first:
No.	SMILES	RXFP1 antag
12	Nc1nc(NCc2ccco2)nc(Nc2cccc(F)c2)c1[N+](=O)[O-]	-7
11	O=NN(CCCl)C(=O)NCCc1cccc[n+]1[O-]	-5
18	N#Cc1ccccc1OCC(=O)N1CCN(c2ccccc2)CC1	-3

# (further entries)
nr | Compound | D1 antagonist | GRP78 ERSR act | D2 potentiator | Vif-APOBEC3F blk | D1 potentiator
31 | Cc1c(Br)cc(C(=O)NCc2ccco2)c(C)c1C | -27 | -1% | 2 | -13% | -8
32 | CC1(C)NS(=O)(=O)Oc2ccccc21 | -2 | -1% | -4 | 0% | 2
33 | Cc1cc(NC(=O)c2ccc3c(c2)OCO3)ccc1NC(=O)c1ccccc1 | -15 | -2% | 15 | 9% | -6
34 | CCN(CC)S(=O)(=O)c1ccc(C(=O)NCCSc2c(-c3ccc(OC)cc3)[nH]c3ccccc23)cc1 | 0 | -3% | nt | 1% | -1
35 | CCn1c(C)nc2cc(C(=O)OC(C(F)(F)C(F)F)C(F)(F)C(F)F)ccc21 | -37* | 5% | nt | 0% | -3
36 | C=CCNC(=O)CN1CCC(c2nc3cc(C)c(C)cc3[nH]2)CC1 | -7 | -3% | -9 | 6% | 0
37 | O=C(NCc1ccc(F)cc1)c1c(O)nc2ccccn2c1=O | 2 | 0% | 5 | -12% | -6
38 | O=C(COC(=O)c1ccc(S(=O)(=O)NCc2ccco2)cc1)NC1CCCCC1 | 0 | -4% | -7 | 0% | 0
39 | Cc1ccc(NC(=O)C2CCCO2)cc1[N+](=O)[O-] (stereo not drawn) | 0 | 2% | 1 | 4% | -4
40 | COc1ccc(S(=O)(=O)N(C)CC(=O)N2CCC(C)CC2)cc1Cl | 5 | -3% | -1 | -6% | -4
41 | O=C(OCc1cccc(Cl)c1)c1cc([N+](=O)[O-])ccc1N1CCOCC1 | -16 | -3% | -3 | 5% | -10
42 | Cn1c(=O)c2cc(C(=O)NCCCN3CCN(c4cccc(Cl)c4)CC3)sc2c2ccccc21 | -45* | -2% | -22 | 1% | -3
43 | CC(Sc1nnc(CNc2cccc3ccccc23)n1-c1ccccc1)C(=O)N/N=C/c1ccco1 (stereo not drawn) | 5 | -1% | 9 | 6% | 0
44 | Cc1ccc(N2CCCn3c2cc(C)c(C#N)c3=O)cc1Cl | 0 | -6% | -6 | -1% | -8
45 | O=C(CN(c1ccc2c(c1)OCCO2)S(=O)(=O)c1ccccc1)NCC1CCCO1 (stereo not drawn) | -21 | 0% | 4 | -5% | -1
46 | CCOC(=O)c1ccc(NC(=O)CCS(=O)(=O)c2cccc3nonc23)cc1 | -26 | 0% | 3 | ? | 1
47 | COc1ccc(CC(=O)N2CCN(S(=O)(=O)c3ccc(Cl)s3)CC2)cc1 | -19 | -4% | -3 | -2% | 4
48 | COc1ccc(C)cc1NC(=O)NCc1ccco1 | nt | -3% | -6 | 5% | -4

nr | RXFP1 antag | RXFP1 agonist | D1 ag | Vif-A3G inh
31 | -6 | 1.0% | 0 | -15%
32 | nt | -0.6% | 1 | 0%
33 | -19 | 3.0% | 4 | 0%
34 | -12 | -1.4% | 5 | 1%
35 | -5 | -0.2% | 17 | -3%
36 | -14 | 1.2% | 2 | -9%
37 | nt | 14% | -1 | 1%
38 | 5 | 0.0% | 0 | -7%
39 | -9 | 0.7% | 1 | 0%
40 | -1 | 0.7% | 0 | -1%
41 | -8 | 2.5% | 8 | -27%
42 | -11 | 1.8% | 0 | -1%
43 | -3 | -1.6% | 0 | 0%
44 | -7 | 12% | 3 | -1%
45 | 12 | 0.8% | 0 | 1%
46 | 7 | 0.3% | 4 | -1%
47 | 6 | -1.5% | 0 | -1%
48 | -9 | 0.3% | -2 | -1%

# Screening results: PubChem BioAssay, National Center for Advancing Translational Sciences (NCATS)
